Screening results from PubChem BioAssay.
DYRK1A inh = rat Dyrk1A kinase inhibitors, primary screen, biochemical, single point, plate reader. 0.43% of 310,000 active. AID 504441, 2011. ADP-Glo luminescence, NFATc1 peptide. inhibition, % at 12.5 µM; in the data active = inhibition above about 50%;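 also: plate controls were vehicle with enzyme for no effect and no enzyme for full effect; many of its hits are not listed in these tables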
An asterisk follows results filed as active. Not all compounds are listed; the hit share may differ from the screen's.

The opening 2 compounds, to show the layout:
entry	DYRK1A inh	SMILES
1	-5.5	CCCCNc1c(-c2ccc(OC)c(SC(C)CC)c2)nc2cc(C)ccn12 (stereo not given)
2	1.3	CC1(C)CCC(=NNC(N)=S)CC1

This part in full, from the start:
entry	DYRK1A inh	SMILES
1	-5.5	CCCCNc1c(-c2ccc(OC)c(SC(C)CC)c2)nc2cc(C)ccn12 (stereo not given)
2	1.3	CC1(C)CCC(=NNC(N)=S)CC1
3	-3.2	COc1cc(OC)c(C(=O)Nc2cc(S(=O)(=O)N3CCOCC3)ccc2N2CCN(C)CC2)cc1OC
4	-3.1	CC(NC(C(=O)c1ccccc1)c1ccccc1)c1ccccc1 (stereo not given)
5	-5.2	Cc1ccc(S(=O)(=O)N2CCN(C(=O)COC(=O)Cc3ccc(F)cc3)CC2)c(C)c1
6	-2.7	COc1ccc(CNC(=O)C(C)OC(=O)Cn2cnc3c2c(=O)n(C)c(=O)n3C)cc1 (stereo not given)
7	6.5	Cc1cccn2c(=S)[nH]nc12
8	-5.7	Cc1cccc(C(O)C(O)c2cccc(C)n2)n1 (stereo not given)
9	-3.4	Cc1nnc(SCC2=C(C(=O)O)N3C(=O)C(NC(=O)COc4ccccc4)C3SC2)s1 (stereo not given)
10	-0.7	O=C1NC(=NCc2ccccc2)NC1(c1ccccc1)c1ccccc1
11	7.0	CC(=O)c1cc(C)c(OCc2cn(CC(=O)c3ccc(O)cc3)nn2)c(C)c1
12	-0.4	C=CCn1c(SCC(=O)N(CC)C2CCS(=O)(=O)C2)nc2scc(-c3ccccc3)c2c1=O (stereo not given)
13	2.2	O=C(O)C(Cc1cccs1)c1cccs1 (stereo not given)
14	-7.2	COc1ccc(-c2cc(C(=O)N(C)CC(=O)Nc3ccccc3C(F)(F)F)c3ccccc3n2)cc1OC
15	-6.9	O=C(CSc1nc2[nH]c(=O)cc(O)c2s1)Nc1nncs1
16	-0.7	COc1ccc(S(=O)(=O)N2CCOCC2)cc1C(=O)N(C)Cc1ccccc1F
17	-1.1	O=C(O)C1C2OC(C(Br)C2Br)C1C(=O)O (stereo not given)
18	0.4	CC(C)C(Cl)=NOC(=O)Nc1ccc(S(N)(=O)=O)cc1
19	0.1	CC(=O)c1ccc(S(=O)(=O)Nc2ccc(C(=O)N(C)CC(=O)Nc3cccc(C)c3C)cc2)cc1
20	-1.2	CC(C)c1ccc(C(=O)NNC(=O)c2n[nH]c(=O)c3ccccc23)cc1
21	11.1	O=C1NN=C(c2ccccc2)C1Cc1ccccc1 (stereo not given)
22	-1.4	CC(=O)OC1CCC2(C)C(CCC3C2CC(=O)C2(C)C3CC(C(C(C)=O)C(C)=O)C2C(C)=O)C1 (stereo not given)
23	4.3	CN(C)C(CNC(=O)C1CCN(S(=O)(=O)c2cc(Cl)ccc2Cl)CC1)Cc1ccccc1 (stereo not given)
24	-4.2	COc1ccc(NS(=O)(=O)c2cccc(C(=O)NNC(=O)CNC(=O)c3ccccc3Cl)c2)cc1
25	5.9	O=C(COC(=O)c1ccccc1O)NNC(=O)c1ccc(Br)cc1
26	-0.9	Cc1cc(=O)oc2cc(OCC(=O)Nc3c(C)n(C)n(-c4ccccc4)c3=O)c(Cl)cc12
27	-10.0	CCOc1ccccc1NC(=O)COC(=O)c1c(CC)noc1C
28	3.7	Cc1nn(C)c(=S)[nH]c1=S
29	-5.3	CCN(CC)S(=O)(=O)c1ccc(O)c(NC(=O)COc2ccc(S(=O)(=O)N3CCOCC3)cc2)c1
30	5.4	O=[N+]([O-])c1ccc(NN=Cc2ccc(O)cc2O)nc1
31	-4.2	Cc1cc(NC(=O)CSCC(=O)Nc2cc(C(F)(F)F)ccc2N2CCCCC2)no1
32	-8.7	Cc1noc(C)c1COc1ccccc1C(=O)NCCc1ccccc1
33	10.2	CCOc1ccc(NS(=O)(=O)c2ccc(C(=O)N(C)CC(=O)Nc3cccc(OC)c3)cc2)cc1
34	-2.3	C[C@H](CO)N1C[C@H](C)[C@@H](CN(C)C(=O)Nc2ccc3c(c2)OCO3)Oc2c(NC(=O)Cc3ccccc3)cccc2C1=O
35	2.8	CN(C(=O)c1cccc(NC(=O)Cc2cccc(NC(=O)C3CCN(C(=O)C4CCC4)CC3)c2)c1)C1CC1
36	0.4	COc1cccc(CNC(=O)CN2C(=O)NC(c3ccccc3)(c3ccccc3)C2=O)c1
37	-1.4	CN(CC(=O)Nc1cccc(F)c1)CC(=O)N(C)CC(=O)Nc1ccccc1Br
38	65.7*	O=C1C(=O)c2ccccc2C(O)=C1CC=C(Cl)Cl
39	-3.6	C1CC1C(=NN=C(C1CC1)C1CC1)C1CC1
40	7.0	COc1cc(C(c2c(NC(=O)c3ccco3)sc(C)c2C)N2CCOCC2)cc(OC)c1OC (stereo not given)
41	-0.5	COc1cc(CCC(=O)OCC(=O)Nc2cc(S(=O)(=O)N3CCOCC3)ccc2Cl)cc(OC)c1OC
42	1.8	COc1ccccc1N1CCN(C(=O)c2cccc(S(=O)(=O)N3c4ccccc4CC3C)c2)CC1 (stereo not given)
43	-6.7	Cn1c(=O)c2[nH]c(SCc3cccnc3)nc2n(C)c1=S
44	-6.9	O=[N+]([O-])c1cccc(C=NN=C2c3ccccc3-c3ccccc32)c1
45	3.0	COc1ccccc1[C@@H]1C(c2ccccc2)=NN(c2ccccc2)[C@H]1C(=O)N1CCOC1=O
46	-0.3	Cc1cc(C(=O)COc2ccc(Br)cc2F)c(C)n1C1CC1
47	4.8	Cc1ccc(S(=O)(=O)N(CCC(=O)NCc2ccc(S(N)(=O)=O)cc2)c2ccccc2)cc1
48	0.9	COc1ccc(CCN2C(=O)C=CC2=O)cc1OC
49	1.2	CCN(CC)C(=O)[C@H]1C[C@H](CC(=O)NCc2ccc(OC)c(OC)c2)C(=O)N2CCc3c([nH]c4cc(-c5ccco5)ccc34)[C@]12C
50	5.1	CSc1nc(N)nc2c1ncn2Cc1ccccc1
51	-0.9	C=CCNc1oc(-c2ccc(-c3ccccc3)cc2)nc1C#N
52	-2.2	COc1ccccc1C(O)(c1ccccc1)c1ccccc1OC
53	0.1	Nc1c(Cl)ncnc1Nc1ccc(C(=O)O)cc1
54	6.1	CC(=O)c1ccc(OCc2cn(CC(=O)c3ccc(O)cc3)nn2)cc1
55	-8.6	Cc1nn(C2CC(O)C(O)C(CO)O2)c(=O)[nH]c1=O (stereo not given)
56	13.3	NC(N)=N/N=C(\N=Nc1ccccc1)c1cccc2cccnc12
57	-4.0	CC(=O)c1ccc(-c2cccc(-c3cc(=O)oc4ccc(C(C)(C)C)cc34)c2)cc1
58	-2.9	Cc1ccc(NC(=O)COc2ccccc2C(N)=O)cc1S(=O)(=O)N1CCCCCC1
59	-0.9	COc1cc(Cl)c(CNC[C@H]2O[C@@H](n3ccc(=O)[nH]c3=O)[C@H](O)[C@@H]2O)c(Cl)c1O
60	1.5	CCOc1cc(N2CCOCC2)c(OCC)cc1NC(=O)CN1C(=O)NC(CC)(c2ccc(F)cc2)C1=O (stereo not given)

Further results
entry	DYRK1A inh	SMILES
61	-1.5	O=C(c1cc2nc(-c3ccccc3)cc(C(F)(F)F)n2n1)N1CCCC1
62	1.3	O=c1[nH]cc(CN2CCOCC2)c(=O)[nH]1
63	-1.5	CCN(c1ccccc1)S(=O)(=O)c1ccc(OCC(F)(F)F)c(NC(=O)c2ccc(=O)[nH]c2)c1
64	-5.6	CC1(C)c2ccccc2-c2nc3ccccc3cc2C1N1CCOCC1 (stereo not given)
65	4.9	Cn1c(N)c(C(=O)COC(=O)c2cc(S(=O)(=O)NCc3ccccc3)ccc2O)c(=O)n(C)c1=O
66	-0.5	CC(=O)c1cccc(NC(=O)C(C)OC(=O)c2cc(C)oc2C)c1 (stereo not given)
67	-1.5	CC1CCc2[nH]c3ccc(C(=O)N(C)CC(=O)Nc4ccccc4Cl)cc3c2C1 (stereo not given)
68	-4.0	CN(C)CCN1C(=O)CCC2(C)C1=CCC1C2CCC2(C)C1CCC2(C)O (stereo not given)
69	-0.2	CCOC(=O)N1CCN(C(=O)CSc2ncnc3sccc23)CC1
70	10.4	CCc1sc(C(=O)N(CCCOC)c2c(N)n(CC(C)C)c(=O)[nH]c2=O)cc1C
71	2.9	O=C(NCC1CCCO1)c1ccc(S(=O)(=O)Nc2ccc(F)cc2)cc1 (stereo not given)
72	-3.7	CCN(C[C@H]1N[C@@](CC)(C(=O)OC)[C@H]2C(=O)N(C)C(=O)[C@@H]12)C(=O)Nc1ccccc1
73	1.0	O=C(c1cc2ccccc2[nH]1)N1O[C@@H]2C=C[C@H]1C2
74	2.5	Cc1cc2oc(=O)cc(-c3ccccc3)c2c(C)c1-c1ccc(N(C)C)cc1
75	-3.5	Cc1ccc(S(=O)(=O)N2CCOCC2)cc1C(=O)N1CCN(S(=O)(=O)c2ccccc2F)CC1
76	5.5	O=C(NCCCN1CCOCC1)c1c(-c2ccccc2)sc2ccccc12
77	-5.1	O=c1cc(CSc2nc(NCc3ccc(Cl)cc3)c3ccccc3n2)nc2ccc(Cl)cn12
78	2.1	CC1C(=O)C(C)C(c2ccccc2)N(N=O)C1c1ccccc1 (stereo not given)
79	0.5	CCOC(=O)c1c(NC(=O)CN2C(=O)N(C)C3(CCCCC3)C2=O)sc(C(=O)N(C)C)c1C
80	2.1	O=C(CSc1ncnc2sccc12)Nc1ccc(S(=O)(=O)N2CCOCC2)cc1
81	5.3	CC1(C)C(=O)Nc2ccccc2N1C(=O)COC(=O)c1ccc(NC(N)=O)cc1
82	-19.1	Cc1cc(C)n2nc(C(=O)OCC(=O)N(Cc3ccccc3)C(C)C)nc2n1
83	4.3	Nc1c(C(=O)CSc2n[nH]c(-c3ccccc3)n2)c(=O)[nH]c(=O)n1C1CC1
84	-3.9	COC(=O)[C@]1(Cc2ccccc2)N[C@H](CN(C)C(=O)c2ccc(C)cc2)[C@@H]2C(=O)N(C)C(=O)[C@@H]21

Part of the list above, field by field:
74) Cc1cc2oc(=O)cc(-c3ccccc3)c2c(C)c1-c1ccc(N(C)C)cc1
  DYRK1A inh = 2.5
75) Cc1ccc(S(=O)(=O)N2CCOCC2)cc1C(=O)N1CCN(S(=O)(=O)c2ccccc2F)CC1
  DYRK1A inh = -3.5

Continued:
entry	DYRK1A inh	SMILES
85	-1.3	COc1ccc(CNC(=O)C[C@H]2C[C@H](C(=O)N3CCOCC3)[C@@]3(C)c4[nH]c5cc(-c6ccco6)ccc5c4CCN3C2=O)cc1OC
86	2.5	CCN(CC)C(=O)[C@H]1C[C@H](CC(=O)NCc2ccc(OC)c(OC)c2)C(=O)N2CCc3c([nH]c4cc(CCC(=O)N(C)C)ccc34)[C@]12C
87	0.9	CCN1CCN(c2ccc(S(=O)(=O)N3CCCCC3)cc2NC(=O)c2ccc(C)c(C)c2)CC1
88	-1.6	O=C(O)c1ccccc1C(=O)OC1CCCC2CCCC21 (stereo not given)
89	-3.5	Nc1nc(SCC(=O)c2ccc(Cl)cc2)c2ncn(C3OC(CO)C(O)C3O)c2n1 (stereo not given)
90	6.1	CCc1cccc(NC(=O)COC(=O)c2cc(=O)c3ccccc3o2)c1
91	7.4	Cc1ccc(-n2nnnc2SCC(=O)NCC2CCCO2)cc1C (stereo not given)
92	-3.1	CN(C(=O)c1ccc(NC(=O)Cc2ccc(NC(=O)C3CCN(S(=O)(=O)c4cccc([N+](=O)[O-])c4)CC3)cc2)cc1)C1CCCC1
93	-7.3	O=C(COC(=O)c1ccc(Cl)nc1)Nc1ccc2ccccc2c1
94	0.0	Cc1ccc(S(=O)(=O)N2C[C@@H]3[C@H]4CC[C@H](C4)[C@@H]3[C@@H](C)[C@@H]2c2cccn2Cc2ccccc2)cc1
95	-6.4	COc1cccc2c1cc1c(=O)n(CC(=O)N3CCN(c4cccc(C)c4C)CC3)nc(C)n12
96	5.3	O=C(Nc1ccc(OC(F)F)cc1)c1cc(S(=O)(=O)N2CCCCC2)ccc1N1CCOCC1
97	1.2	COc1ccc(CCC(=O)NNC(=O)c2ccccn2)cc1OC
98	1.5	Cn1cccc1C(=O)NCc1ccccn1
99	-1.2	Nn1c(SCC(=O)NCC2CCCO2)nnc1-c1cc(Cl)ccc1Cl (stereo not given)
100	18.5	CCOC(=O)N1CCN(C(=O)c2cccc(S(=O)(=O)Nc3ccc(F)cc3)c2)CC1
101	1.5	C[n+]1c(-c2ccc(C=NNC(=O)c3ccc(C(=O)NN=Cc4ccc(-c5cn6ccccc6[n+]5C)cc4)cc3)cc2)cn2ccccc21
102	-2.4	CCN1C(=O)[C@H]2[C@H]3CN=C(SCc4ccc(Cl)cc4)N3[C@@](C)(C(=O)OC)[C@H]2C1=O
103	8.1	O=C(CC(CC(=O)c1ccccc1)c1ccncc1)c1ccccc1
104	-12.4	Cc1ccc([C@@H]2CC=C(C(=O)O)[C@H](c3ccc(C(C)(C)C)cc3)N2S(=O)(=O)c2ccc(C)cc2)cc1
105	-9.4	CCCCc1ccc(NC(=O)CN2C(=O)NC(Cc3ccccc3)C2=O)cc1 (stereo not given)
106	-2.4	COc1ccc(N2CC(C(=O)N3CCN(S(=O)(=O)c4ccc(F)c(F)c4)CC3)CC2=O)c(OC)c1 (stereo not given)
107	5.8	CC12CCC(O)CC1=CCC1C2CCC2(C)C(c3ccn[nH]3)CCC12 (stereo not given)
108	-16.9	CC(C)(C)OC(=O)N1CCC(C(=O)Nc2cccc(C(=O)NCCc3ccccc3)c2)CC1

Ordered by formula weight (highest first): part of the list above.
entry	DYRK1A inh	SMILES
101	1.5	C[n+]1c(-c2ccc(C=NNC(=O)c3ccc(C(=O)NN=Cc4ccc(-c5cn6ccccc6[n+]5C)cc4)cc3)cc2)cn2ccccc21
107	5.8	CC12CCC(O)CC1=CCC1C2CCC2(C)C(c3ccn[nH]3)CCC12 (stereo not given)
97	1.2	COc1ccc(CCC(=O)NNC(=O)c2ccccn2)cc1OC

Next part
entry	DYRK1A inh	SMILES
109	0.0	CCOC(=O)C1=CN(Cc2cccc(F)c2)S(=O)(=O)NC1c1ccc(Br)cc1F (stereo not given)
110	5.1	Cc1ccccc1NC(=O)COC(=O)c1ccc2c(c1)OCCO2
111	0.9	CC(C)CC(C(=O)OCC(=O)N1CCN(c2ccccc2)CC1)N1C(=O)c2ccccc2C1=O (stereo not given)
112	-0.8	COc1ccc(CCNC(=O)CN2C(=O)NC3(CCOc4ccccc43)C2=O)cc1 (stereo not given)
113	-1.1	CC(=O)Nc1c(Br)cc2c(c1Br)C(=O)c1ccccc1-2
114	-2.7	CC1CC(=Cc2ccc([N+](=O)[O-])cc2)C(=O)O1 (stereo not given)
115	21.2	CCCCNc1ncnc2[nH]ncc12
